From PubChem
HIV fusion peptide: cell-free HIV fusion peptide-binding blockers – biochemical, uHTS, fluorescence dequenching, primary screen (AID 1986). inhibition, % at 20 µM, or IC50 in µM where a hit was titrated. hit rate 0.3% among 290,000. cell-free peptide binding, fluorescence dequenching, 30 min; higher % means a stronger effect; in the data active = inhibition mostly above about 52%, no sharp cut-off; inactive = mostly below about 76%; note: some results filed as inactive read as strong as hits
AID2073: disruptors of CaV2.2 binding to Mint1 – biochemical, HTRF (AID 2073); HTRF protein-protein interaction, Mint1-CaV2.2; higher % means a stronger effect; inhibition, % at 20 µM, or IC50 in µM where a hit was titrated; hit rate 0.19% among 290,000; in the data active = inhibition mostly above about 51%, no sharp cut-off; inconclusive = no clear call, values can overlap the other calls; inactive = mostly below about 53%; note: some results filed as inactive read as strong as hits
Numbers without * were called inactive; ? = inconclusive. A portion of the library, so the mix of outcomes need not match the whole.

SMILES	HIV fusion peptide	AID2073
O=C(NC1CCCC1)C1CCN(C(=O)Nc2cccc(Cl)c2)CC1	1.1%	?
O=C(Nc1ccccc1Cc1ccccc1)c1ccncc1	-1.1%	0%
Cc1ccc(Sc2cc(C(=O)NCCN(C)C)c3ccccc3n2)cc1	0.1%	-2%
Cc1ccc(C(=O)Nc2cccc(NC(=O)CN3CCCCC3)c2)cc1	-0.5%	6%
COc1cccc(CNC(=O)C2CCN(S(=O)(=O)c3cccc4nonc34)CC2)c1	-0.2%	7%
CCn1c(SCC(=O)NC2=NCCS2)nnc1C(C)NC(=O)c1ccccc1F (centres undefined)	2.1%	0%
COCCN=C1N[C@@H](c2cccc(C(F)(F)F)c2)C(C(=O)OC)=C(C)N1Cc1ccccc1	1.3%	1%
COc1ccc(S(=O)(=O)N2CCN(C(=S)Nc3ccc(S(N)(=O)=O)cc3)CC2)cc1	0.2%	-13%
COc1cc(C)cc(CN2CCC(Cc3ccccc3)CC2)c1O	-1.5%	6%
COc1cc([N+](=O)[O-])ccc1NC(=O)NNC(=O)CCc1ccccc1	3.2%	9%
Cc1ccc(S(=O)(=O)Nc2cc(C)on2)cc1	-1.4%	2%
CC1CCc2sc(NC(=O)c3ccc(N4C(=O)CCC4=O)cc3)c(C(N)=O)c2C1 (centres undefined)	-1.0%	10%
O=C(NC1CCCC1)C1CCCN(C(=O)Nc2ccccc2)C1 (centres undefined)	-1.1%	11%
COc1cc(/C=N/N(c2ccccc2)c2ccccc2)ccc1O	-0.3%	8%
CC(=O)Nc1ccc(N2CCN(Cc3ccccc3)CC2)cc1	1.3%	1%
O=C1CNC(=S)N1C(CO)c1ccccc1 (centres undefined)	-3.3%	2%
CCOc1ccc2[nH]c3nc(SCC(=O)NC4CCCC4)nnc3c2c1	7.1%	-2%
CC(C)(C)NC(=O)C(OC(=O)c1ccco1)c1ccc(Cl)cc1 (centres undefined)	4.0%	6%
CN(C)c1nc2c(c(=O)[nH]c(=O)n2C)n1CCOc1ccccc1	0.2%	1%
COC(=O)C1(C)NC(c2ccc(C)cc2)C2C(=O)N(c3ccc(F)cc3)C(=O)C21 (centres undefined)	3.2%	6%
O=C(/C=C/c1ccc(Cl)cc1)NCCCn1ccnc1	1.3%	6%
CCN1C(=NCc2ccc(OC)cc2)N[C@@H](CCc2ccccc2)[C@H](C(=O)NCc2ccc(OC)cc2)[C@H]1C	-1.1%	-5%
Cc1[nH]n(-c2ccc(Br)cc2)c(=O)c1/C=N/NC(=O)c1ccccc1	46%	0%
O=C(N/N=C/c1cccc2ccccc12)c1ccccc1Cl	2.3%	6%
Cc1cc(N2C(=O)Cc3ccccc3C2=O)ccc1C(C)C	0.3%	23%
O=C(CSc1nccn1Cc1ccc(F)cc1)Nc1ccc(F)cc1F	-1.2%	12%
CC(Oc1ccc(Br)cc1)C(=O)Nc1nc(-c2ccccn2)cs1 (centres undefined)	-0.7%	12%
COc1ccc(C(=O)N2CCCC(Nc3ccc(C)c(C)c3)C2)c(OC)n1 (centres undefined)	-0.6%	7%
CC12CCC(C(=O)NNC(=O)c3ccccc3)(OC1=O)C2(C)C (centres undefined)	-0.2%	20%
CCN(c1cccc(C)c1)C1C(=O)c2ccccc2N1C(C)=O (centres undefined)	1.4%	1%
COc1ccc(S(=O)(=O)NCCc2c[nH]c3ccc(C)cc23)cc1	1.3%	-5%
COc1ccc(OC)c(CCNC(=O)c2ccc3c(=O)[nH]c4c(C(=O)NC(C)C)sc(=S)n4c3c2)c1	64%	9%
COc1cccc(N2C(=O)C3CCCN3C2=S)c1 (centres undefined)	3.6%	-9%
Cc1cccc(N(CC(=O)NC2CCCC2)C(=O)c2csnn2)c1C	-0.8%	4%
CCOc1cccc(/C=N/N2C(C)CCCC2C)c1O (centres undefined)	-3.5%	2%
Cc1cc(=O)oc2c(C)c(OCC(=O)NCCN3CCOCC3)ccc12	-0.2%	6%
CCOc1ccc(C(=O)NC(C(=O)NCc2cccnc2)C(C)C)cc1 (centres undefined)	-0.1%	-3%
COc1ccccc1C(=O)N(Cc1sccc1C)C1CCS(=O)(=O)C1 (centres undefined)	-1.3%	4%
COc1ccccc1/C=C1/SC(=S)N(C(C)C(=O)NC2C=CS(=O)(=O)C2)C1=O (centres undefined)	-0.9%	-7%
CC(C)[C@H](NC(=O)c1cc2cc(Cl)ccc2n1C)C(=O)N1CCC(C(=O)O)CC1	1.8%	7%
CCOC(=O)N1CCN(C(=O)/C=C/c2ccc(C(C)(C)C)cc2)CC1	-1.2%	7%
CCC1CCCCN1CCNC(=O)C1CCCN(S(=O)(=O)c2cccc3nsnc23)C1 (centres undefined)	0.2%	5%
COc1ccc(CCNC(=O)C(NS(=O)(=O)c2cccc3nsnc23)C(C)C)cc1OC (centres undefined)	-1.3%	6%
COc1ccc(/C=N/NC(=O)C(=O)N2CCCCCC2)cc1[N+](=O)[O-]	0.8%	7%
CCN1CCN(c2cc(C)c3cc(NC(=O)CCC(=O)N4CCN(c5ccccc5)CC4)ccc3n2)CC1	-1.4%	-7%
CCN1C(=O)c2cccc3c(N)ccc(c23)C1=O	166%	48%
O=C(c1ccc(N2CCOCC2)c([N+](=O)[O-])c1)N1CCN(Cc2ccccc2)CC1	-0.6%	-4%
CCCC(O)(c1ccc(Br)cc1)C(CN1CCOCC1)c1ccc(Cl)cc1 (centres undefined)	0.4%	1%

A draw from above in order of SMILES length, smallest number first:
SMILES	HIV fusion peptide	AID2073
CCOC(=O)N1CCN(C(=O)/C=C/c2ccc(C(C)(C)C)cc2)CC1	-1.2%	7%
O=C(c1ccc(N2CCOCC2)c([N+](=O)[O-])c1)N1CCN(Cc2ccccc2)CC1	-0.6%	-4%
CC(C)[C@H](NC(=O)c1cc2cc(Cl)ccc2n1C)C(=O)N1CCC(C(=O)O)CC1	1.8%	7%

(cont.)
SMILES	HIV fusion peptide	AID2073
Cc1ccc(C(C(=O)NC2CCCC2)N(CCCO)C(=O)Cn2nnc(-c3ccc(C)o3)n2)cc1 (centres undefined)	-0.4%	5%
CCCCc1c(O)nc(SCC(=O)Nc2cccc3ccccc23)n(-c2ccccc2OC)c1=O	5.1%	5%
O=C(NNC(=O)c1ccccc1Cl)c1cccnc1	-0.7%	6%
COc1cccc(N2CCN(c3ccc4nnc(CCC(=O)Nc5ccccc5OC)n4n3)CC2)c1	-3.6%	2%
Cc1ccc(C(=O)N/C(=C/c2ccco2)C(=O)N2CCOCC2)cc1	-0.7%	8%
COc1ccc(Br)cc1C(=O)NC(=S)Nc1c(C)n(C)n(-c2ccccc2)c1=O	-0.5%	21%
CCn1ncc(S(=O)(=O)NCc2ccco2)c1C	-1.1%	1%
COCC(=O)N1CCC(Oc2ccc(C(=O)NCc3cc(C)n(C)n3)cc2)CC1	1.5%	4%
O=C(CCc1nnc2ccc(NCc3ccco3)nn12)Nc1cccc(F)c1	3.6%	15%
Cc1ccccc1OCC(=O)Nc1ccc(C(=O)Nc2ccccc2C(=O)O)cc1	41%	10%
CC(C)(C)c1ccc(CNC(=O)C2CCCN2C(=O)Nc2ccccc2)cc1 (centres undefined)	1.1%	7%
Cc1cccc(NC(=O)CN2CCOCC2)c1C	-1.2%	25%
N#Cc1ccccc1NC(=O)CSc1n[nH]c(-c2ccco2)n1	1.3%	-5%
CCCN(CC(=O)Nc1ccccc1C)C(=O)c1cccc(S(=O)(=O)N2CCc3ccccc3C2)c1	1.3%	7%
CCOc1ccccc1N(C(=O)c1snc(C(N)=O)c1N)C(CC)C(=O)NC1CCCC1 (centres undefined)	2.2%	6%
CCOC(=O)C1CCN(c2ncnc3c2cnn3C)CC1	-3.0%	-9%
O=C(NCCc1ccccc1)C(=O)NCC1OCCN1S(=O)(=O)c1cc(F)ccc1F (centres undefined)	0.0%	14%
CCCNC(=O)CS(=O)(=O)c1ccccc1	-1.3%	11%
CCc1nc(N2CCN(C(C)=O)CC2)c2c3c(sc2n1)CCCC3	-0.2%	3%
O=C(NC1CCCC1)c1cc2cc(Br)ccc2o1	2.9%	14%
COc1ccc(NC(=O)CC2CCCC2)cc1OC	-1.2%	11%
COc1ccc(N2CCN(CCCNC(=O)c3ccc(CS(=O)(=O)c4ccc(Cl)cc4)o3)CC2)cc1	-1.6%	-11%
COc1ccc(NC(=O)CCC(=O)Nc2ccc3nc(N4CCOCC4)cc(C)c3c2)c(OC)c1	-1.8%	5%
Cc1cc(Cl)ccc1OC(C)C(=O)NN=C1CCCCCC1 (centres undefined)	-1.4%	8%
COCC1CCN(C(=O)c2cc(COc3ccc(F)cc3F)on2)C1 (centres undefined)	-0.9%	6%
Cc1ccc(-c2nc3ccc(Cl)cc3c(=O)n2O)cc1	1.1%	32%
O=C(CNC(=O)c1ccc2c(c1)OCCO2)N=Nc1c(O)[nH]c2ccccc12	1.6%	0%
CC(C)(C)c1cc[n+](-c2[nH]c(=O)sc2/C=N/NC(=O)c2ccccc2[O-])cc1	49%	-7%
CC(Oc1ccc(Br)cc1Br)C(=O)Nc1cccnc1 (centres undefined)	-0.3%	4%
CCN(CC)CCN(Cc1cc2cc3c(cc2[nH]c1=O)OCO3)C(=S)NCCCN(C)C	0.8%	14%
N#Cc1cc2ccccc2n2nnnc12	-1.0%	12%
CC1CCCN(S(=O)(=O)c2csc(C(N)=O)c2)C1 (centres undefined)	0.0%	9%
O=C(O)COc1ccccc1/C=N/n1c(C2CCCCC2)n[nH]c1=S	-0.2%	-33%
Cn1c(=O)c2c(SCC(=O)NCc3ccco3)nc(-c3ccccc3Cl)nc2n(C)c1=O	-1.9%	30%
Cc1nc2ccccc2c2oc(C(=O)N3CC(C)CC(C)C3)cc12 (centres undefined)	-1.4%	15%
O=c1[nH]c(C2CCN(S(=O)(=O)c3ccccc3)CC2)nc2c1nnn2Cc1c(F)cccc1Cl	-0.2%	3%
Cc1ccc2nc(-c3cccc(S(=O)(=O)N4CCCC4)c3)cn2c1	0.4%	18%
Cc1nc(C(=O)NCCO)cc2c1[nH]c1ccccc12	-0.3%	13%
Oc1ccccc1CN1CCCC(N2CCN(c3cccc(C(F)(F)F)c3)CC2)C1 (centres undefined)	-2.1%	10%
CCOc1ccc(NC(=O)CCNS(=O)(=O)c2ccc3c(c2)oc(=O)n3C)cc1	-2.2%	-7%
CN1CCN(CCCNC(=O)c2ccc(NC(=O)C3=CSCCO3)cc2)CC1	0.9%	2%
Cc1ccc(C)c(OCCCN2CCc3ccccc3C2)c1	1.4%	-1%
CC(C)CN(C(=O)c1cccc(Cl)c1)c1c(N)n(CC(C)C)c(=O)[nH]c1=O	2.9%	-4%
CC(=O)c1c(C)[nH]c(C(=O)NCc2ccccc2F)c1C	-0.9%	10%
CCOC(=O)C(=O)Nc1ccc(S(=O)(=O)Nc2nccs2)cc1	-0.6%	1%
COc1ccc2cc(OCC(=O)NNC(=O)Nc3ccc(F)cc3)ccc2c1	0.8%	33%
Cc1ccc(-c2nnc(-c3ccccc3Br)o2)cc1	-0.3%	6%
O=C(N/N=C/c1ccccn1)c1ccc(Cl)cc1	-2.3%	14%
O=C(CNS(=O)(=O)c1ccc(Br)s1)NCc1ccccc1	-0.1%	3%
Cc1cc(C)cc(NC(=O)c2sc3nc4n(c(=O)c3c2C)CCC4)c1	0.0%	6%
CC(C)C[C@H](NC(=O)c1[nH]cnc1C(=O)N[C@@H](Cc1ccccc1)C(=O)OC(C)(C)C)C(=O)OCc1ccccc1	1.1%	11%
CC(C)c1nc2cc(C(=O)N(C)Cc3ccc(F)cc3)ccc2o1	1.1%	8%
C=CCn1c(SCC(=O)Nc2ccc(O)cc2)nc2sc(CC)cc2c1=O	-1.1%	2%
CCc1nc(Nc2cc(OC)ccc2OC)c2oc3ccccc3c2n1	0.6%	12%
Cc1cc(C(=O)O)ccc1-c1ccc(/C=N/n2cnnc2)o1	0.0%	8%
CCCCCOC(=O)C1=C(C)NC(=O)NC1c1ccc(OC)cc1 (centres undefined)	-0.5%	0%
O=C(NC1CCCCC1)C(c1ccc(F)cc1)N(Cc1ccco1)C(=O)c1csnn1 (centres undefined)	1.6%	15%
COc1ccc(NC(=O)C2CCCN2S(=O)(=O)c2ccc3c(c2)CC(C)N3C(C)=O)cc1OC (centres undefined)	2.4%	2%
Cc1cc(OC(C)C(=O)NCC(O)c2ccccc2)c2c(C)c(C)c(=O)oc2c1 (centres undefined)	-1.4%	32%

Gathered by group, the entries above containing an NH in an aromatic ring.
SMILES	HIV fusion peptide	AID2073
CCOc1ccc2[nH]c3nc(SCC(=O)NC4CCCC4)nnc3c2c1	7.1%	-2%
CN(C)c1nc2c(c(=O)[nH]c(=O)n2C)n1CCOc1ccccc1	0.2%	1%
Cc1[nH]n(-c2ccc(Br)cc2)c(=O)c1/C=N/NC(=O)c1ccccc1	46%	0%
COc1ccc(S(=O)(=O)NCCc2c[nH]c3ccc(C)cc23)cc1	1.3%	-5%
COc1ccc(OC)c(CCNC(=O)c2ccc3c(=O)[nH]c4c(C(=O)NC(C)C)sc(=S)n4c3c2)c1	64%	9%
N#Cc1ccccc1NC(=O)CSc1n[nH]c(-c2ccco2)n1	1.3%	-5%
O=C(CNC(=O)c1ccc2c(c1)OCCO2)N=Nc1c(O)[nH]c2ccccc12	1.6%	0%
CC(C)(C)c1cc[n+](-c2[nH]c(=O)sc2/C=N/NC(=O)c2ccccc2[O-])cc1	49%	-7%
CCN(CC)CCN(Cc1cc2cc3c(cc2[nH]c1=O)OCO3)C(=S)NCCCN(C)C	0.8%	14%
O=C(O)COc1ccccc1/C=N/n1c(C2CCCCC2)n[nH]c1=S	-0.2%	-33%
O=c1[nH]c(C2CCN(S(=O)(=O)c3ccccc3)CC2)nc2c1nnn2Cc1c(F)cccc1Cl	-0.2%	3%
Cc1nc(C(=O)NCCO)cc2c1[nH]c1ccccc12	-0.3%	13%
CC(C)CN(C(=O)c1cccc(Cl)c1)c1c(N)n(CC(C)C)c(=O)[nH]c1=O	2.9%	-4%
CC(=O)c1c(C)[nH]c(C(=O)NCc2ccccc2F)c1C	-0.9%	10%
CC(C)C[C@H](NC(=O)c1[nH]cnc1C(=O)N[C@@H](Cc1ccccc1)C(=O)OC(C)(C)C)C(=O)OCc1ccccc1	1.1%	11%
